Compound activity: PubChem, National Center for Advancing Translational Sciences (NCATS)
LDHA inh – qHTS assay for inhibitors of human lactate dehydrogenase | L-lactate dehydrogenase A chain (Homo sapiens), P00338 | purified LDHA, NADH/diaphorase-resazurin fluorescence; active compounds read low | activity change, % (values are at about 110 or 230 µM) | 480,000 compounds, 0.15% hits; in the data active means activity change below about -30%;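 further: plate controls were DMSO wells for no effect and wells without enzyme for full effect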
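Human LDH5 (2 nM) was incubated with 0.06 mM NADH and 0.2 mM pyruvate for 5 min at room temperature in Tris pH 7.4. Remaining NADH was coupled through diaphorase/resazurin, and resorufin fluorescence was read at 0 and 20 min.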
Numbers without * were called inactive. An excerpt; the hit share may differ from the screen's.

LDHA inh,Molecule
-3,Cc1cc2nc(-c3cccc(Br)c3)c(Cc3cccc(Cl)c3)n2c(C)c1Br
0,COc1ccc(CNC(=O)C(C)C)cc1
-3,CCc1ccc(C(=O)COC(=O)CCc2ccccc2)cc1
7,Ic1ccc(-c2nc(-c3ccccn3)no2)cc1
10,CC(=O)Nc1ccc(C2C(C#N)=C(N)OC3=C2C(=O)CC(C)(C)C3)cc1 (configuration not stated)
-2,O=C(CSc1nnc2ccc(-c3cccs3)nn12)N1CCN(c2ccccc2)CC1
-8,Cn1c(SCC(=O)Nc2cccc(C(=O)O)c2)nnc1-c1ccc(Cl)cc1
4,N/C(COc1ccc2ccccc2c1)=N\O
12,CC(C)CC(C)N(C)C(=O)NCc1cccc(N(C)C)c1 (configuration not stated)
5,COC(=O)c1c(C)[nH]c(C(=O)C(C)OC(=O)c2cccc(O)c2)c1C (configuration not stated)
-1,O=C(O)CCCCCc1ccc(CCCCC(=O)O)s1
11,O=C(CCCSc1nc2ccccc2s1)Nc1ccc(C(F)(F)F)cc1
5,O=C(COC(=O)CCNS(=O)(=O)c1ccc(F)c(Cl)c1)Nc1c(Cl)cccc1Cl
6,CC(C)c1ccc(S(=O)(=O)N2CCC(C(=O)Nc3nccs3)CC2)cc1
-3,O=C(Cc1cccs1)NCC12CC3CC(CC(C3)C1)C2

(more compounds)
LDHA inh,Molecule
5,CC(CCc1ccccc1)NC(=O)C(=O)NCc1n[nH]c(=O)c2ccccc12 (configuration not stated)
7,O=S(=O)(Nc1cccc(-c2ccc(N3CCCC3)nn2)c1)c1cccc(C(F)(F)F)c1
8,CC1CC(NN(C)C)C(C#N)(C#N)C(C)C1(C#N)C#N (configuration not stated)
-3,COc1ccc(-c2nn3c(=O)c(NC(=O)c4ccccc4C)cnc3o2)cc1
-22,CCCN(CCC)C(=O)c1cc2sc3ccccc3c2s1
-3,COCCn1c(Cc2c(Cl)cccc2Cl)n[nH]c1=S
4,CN=c1scc(C)n1/N=C/c1ccco1
-8,COc1cccc(-c2nc3ccccc3c(=O)n2NC(=O)c2ccc(F)cc2Cl)c1
23,O=C(Cc1ccsc1)NCc1cccs1
2,CCOCCOC(=O)c1nc2ccccc2nc1NCCc1ccc(OC)c(OC)c1
-4,CCCCNC(=O)c1[nH]c(C2CCNCC2)nc1-c1cccc(C(F)(F)F)c1
-17,FC(F)(F)c1cccc(-c2csc(-c3cnccn3)n2)c1
3,COc1ccc(CN2C(=O)CSCC2(C)C(=O)Nc2c(C)cccc2C)cc1 (configuration not stated)
7,CNC(=O)C(C)NC(=O)c1cccc(Cl)c1Cl (configuration not stated)
-11,Cc1cc(NC(=O)CN2CCN(C(=O)c3cc(F)cc(F)c3)CC2)no1

Reformatted field by field: 2 of the compounds above
> CC1CC(NN(C)C)C(C#N)(C#N)C(C)C1(C#N)C#N (configuration not stated)
- LDHA inh: 8

> COc1ccc(-c2nn3c(=O)c(NC(=O)c4ccccc4C)cnc3o2)cc1
- LDHA inh: -3

Following part:
LDHA inh,Molecule
-3,C=CCn1c(C(C)(C)Oc2ccc(Cl)c(C)c2)n[nH]c1=S
1,Cn1c(=O)c2c(nc(NC(CO)CO)n2Cc2ccc(Br)cc2)n(C)c1=O
-2,O=C(O)C(c1c[nH]c2cc(Cl)ccc12)N1CCN(c2ncc(Br)cn2)CC1 (configuration not stated)
-22,O=C(CCc1cccs1)Nc1cccc(C(=O)N2CCCC2)c1
1,CCc1ccccc1NC(=O)N1CCN(c2ccc(=O)n(-c3ccc(C)cc3)n2)CC1
6,N#Cc1ccc(Oc2cccc3ccccc23)cc1C#N
-2,O=NN(CCF)C(=O)NC1CCS(=O)(=O)CC1
1,O=C(CC12CC3CC(CC(Br)(C3)C1)C2)NCc1cc(F)cc(F)c1
12,Fc1ccc(-c2nc(CSc3nnc4c(Cl)cc(C(F)(F)F)cn34)cs2)cc1
11,Cc1ccc(CNC(=O)c2nn(C)c(=O)c3ccccc23)cc1
-6,CC(C)[C@H](NC(=O)OC(C)(C)C)c1cc(C(=O)N(C)CCN(C)C)c(N)s1
5,COc1ccc(-c2nnsc2C(=O)NCCC(C)C)cc1
-3,Cc1cc2c(s1)c1cnn(Cc3cc(F)ccc3C)c(=O)c1n2C
-3,COc1ccc(C2SCCN2S(=O)(=O)c2ccc(C)cc2)cc1OC (configuration not stated)
0,CC1CCN(c2oc(COc3ccc(F)cc3)nc2C#N)CC1

New compounds follow
LDHA inh,Molecule
-10,Cn1c(C(=O)NCCNC(=O)C2CCCCC2)cc2ccccc21
-21,COc1cccc(-c2noc(NCCc3ccc(Cl)cc3)n2)c1OC
1,CC(=O)c1ccc(N2CCN(C(=O)c3cc4c(-c5ccc(Cl)cc5)nn(C)c4s3)CC2)cc1
11,Cc1ccsc1/C=N/NC(=O)C1CC1
8,CCc1ccc2c(c1)-c1ccccc1S(=O)(=O)N2CC(=O)Nc1cccc(C(=O)OC)c1C
5,CCC/C(=N\NC(=O)Cc1ccc(Cl)c(Cl)c1)c1ccc(Cl)cc1
6,Cc1ccc(C(O)CNC(=O)Nc2cc(C)ccc2C)cc1 (configuration not stated)
-6,c1ccc(CN2CCC(NCc3c[nH]c4ccccc34)C2)cc1 (configuration not stated)
6,CCCC(N)c1ccc(C23CC4CC(CC(C4)C2)C3)cc1 (configuration not stated)
-20,CCNC(=O)COC(=O)c1cc(-c2ccc(F)cc2)nc2ccccc12
4,COc1ccc(OC)c2sc(N3CCN(C(C)=O)CC3)nc12
2,CCCOc1ccc(C(=O)NC2CCCCNC2=O)cc1OCCC (configuration not stated)
7,Cc1cc(C(=O)NCCc2ccccn2)sc1C
8,CCCC1=C(C(=O)OC)C(c2ccc(Cl)cc2)NC(=O)N1C (configuration not stated)
6,COc1cccc(CN2CCN(S(=O)(=O)c3cc(OC)ccc3OC)CC2)c1

(continued)
LDHA inh,Molecule
-1,CN(CCOc1ccccc1)c1nc(-c2cccnc2)nc2ccccc12
23,CN(CCC#N)C(=O)COC(=O)c1cc(=O)[nH]c2ccccc12
-2,N#CCN(C(=O)c1cc2c(F)cccc2s1)C1CC1
3,Cc1cc(C)c2c(=O)cc(C(=O)N(Cc3ccco3)C3CCS(=O)(=O)C3)oc2c1 (configuration not stated)
-18,O=C(Cn1ccccc1=O)Nc1ccc(Cl)cc1Cl
3,Cc1ccc(N2C(=O)N(CC(=O)NCc3ccccc3)c3ccccc3S2(=O)=O)c(C)c1
-8,CC(C)CN(CC(C)C)C(=S)NCc1ccco1
4,COC(=O)[C@]12CCCCC=C1N(Cc1ccc3c(c1)OCO3)C(=O)[C@H](CC(=O)N1CCN(C(=O)c3ccco3)CC1)C2
2,O=C(Nc1ccc(OCc2ccccc2Cl)cc1)c1ccc(C(F)(F)F)cc1
14,O=C(/C=C/N1CCCCC1)c1ccc(Br)cc1
0,COc1ccc(-c2noc(CN(C(=O)c3ccc(Br)o3)C3CCCCC3)n2)cc1
2,N#Cc1nc(COc2ccccc2F)oc1NCCCN1CCOCC1
-1,O=C(c1ccc(Br)s1)N(Cc1cccc(Br)c1)C1CC1
2,CCc1c(C)nc(SCc2nc(-c3ccccc3C)oc2C)[nH]c1=O
-7,Cc1ccc(OCCn2c(CN(C)C(=O)c3ccco3)nc3ccccc32)cc1

A different layout for part of the listing above.
canonical_smiles | LDHA inh
N#CCN(C(=O)c1cc2c(F)cccc2s1)C1CC1 | -2
Cc1cc(C)c2c(=O)cc(C(=O)N(Cc3ccco3)C3CCS(=O)(=O)C3)oc2c1 (configuration not stated) | 3
O=C(Cn1ccccc1=O)Nc1ccc(Cl)cc1Cl | -18
Cc1ccc(N2C(=O)N(CC(=O)NCc3ccccc3)c3ccccc3S2(=O)=O)c(C)c1 | 3
CC(C)CN(CC(C)C)C(=S)NCc1ccco1 | -8
COC(=O)[C@]12CCCCC=C1N(Cc1ccc3c(c1)OCO3)C(=O)[C@H](CC(=O)N1CCN(C(=O)c3ccco3)CC1)C2 | 4
O=C(Nc1ccc(OCc2ccccc2Cl)cc1)c1ccc(C(F)(F)F)cc1 | 2

Other entries.
LDHA inh,Molecule
8,COc1nc2ccccc2nc1N1CCC(C(=O)Nc2ccc(NC(C)=O)cc2)CC1
-4,Cc1ccc(C2=NC3(CCN(C)CC3)N=C2SCC(=O)Nc2ccc(F)cc2F)cc1
8,NC(=O)C1CCN(S(=O)(=O)Cc2c(F)cccc2Cl)CC1
1,Cc1cccc(C)c1NC(=O)C1c2ccccc2OCC(=O)N1CCc1ccccc1 (configuration not stated)
9,Cc1[nH]c2ccccc2c1C(=O)COC(=O)CNS(=O)(=O)/C=C/c1ccccc1
0,CN(C)c1ccc(N=C(C#N)c2ccccc2)cc1
9,Cc1ccccc1-c1nc(CNS(=O)(=O)c2ccc(Cl)cc2)c(C)o1
-17,Cc1cc(C)c2c(CN3CCN(c4ccc(F)cc4)CC3)cc(=O)oc2c1
-9,CC(NC(=O)Cc1ccc(-c2ccccc2)cc1)C12CC3CC(CC(C3)C1)C2 (configuration not stated)
-4,CCNC(=O)C(C)NC(=O)c1cc2ccc(OC)cc2nc1C (configuration not stated)
2,C/C(=N/Nc1ccc([N+](=O)[O-])cc1[N+](=O)[O-])C1CCCCC1
-24,COc1cc2ncnc(N3CCN(C(C)=O)CC3)c2cc1OC
0,O=C(CCNC(=O)N1CCN(C(=O)c2cc3ccccc3[nH]2)CC1)NC1CC1
-9,CC(=O)[C@H]1CC[C@H]2[C@@H]3CC[C@H]4CC(=O)CC[C@]4(C)[C@H]3C(=O)C[C@]12C
1,CCc1c(C)nc(-n2nc(C)cc2NC(=O)c2ccccc2)[nH]c1=O

(listing goes on)
LDHA inh,Molecule
-1,CNc1nc(Nc2ccccc2C)c2cnn(-c3ccccc3)c2n1
12,CCCC(C(=O)Nc1nc2ccc(F)cc2s1)c1ccccc1 (configuration not stated)
7,CCCCc1cc(=O)oc2c(C)c3c(cc12)C(=O)CC(C)(C)O3
-2,Nc1nc(Nc2cccc(Cl)c2)sc1C(=O)c1cccc(Br)c1
-6,O=C(Nc1cnc2ccccc2c1)c1cc(Cl)ccc1Cl
-19,CCOC(=O)C1=C(O)C(=O)N(c2ccccc2)C1c1ccc(F)cc1 (configuration not stated)
-3,CCc1ccc(/C=C(/CC(=O)O)c2nc3ccccc3s2)cc1
5,CCN(CC)CCN1C(=O)C(=O)/C(=C(/O)c2ccc(OCc3cccc(C)c3)cc2)C1c1cccnc1 (configuration not stated)
2,Cc1ccc(C2(CCN3CCN(C)CC3)CCOC(C)(C)C2)cc1 (configuration not stated)
-1,C[C@@H]1COc2cc(N3CCN(Cc4ccccc4F)CC3)ccc2S(=O)(=O)N1
-1,COc1cc(C(=O)OC(C)C(=O)Nc2c(C)n(C)n(-c3ccccc3)c2=O)cc(Cl)c1OC (configuration not stated)
0,CCOc1ccccc1Nc1nc(-c2cc3cc(Cl)ccc3oc2=O)cs1
1,Cc1nnc(NC(=O)c2ccc3c(ccn3Cc3ccccc3)c2)s1
-1,COC(=O)c1ccc(COc2ccc(/C=C(/CC(=O)O)c3nc4ccccc4s3)cc2)cc1
5,COC(=O)c1cc(S(=O)(=O)N(C)CC(=O)Nc2ccccc2F)cn1C

Going on with the list.
LDHA inh,Molecule
0,Cn1c(-c2ccccc2)ccc1-c1ccccc1
0,O=C(NCC1(c2ccccc2)CC1)c1nn(-c2ccccc2)c(=O)c2ccccc12
8,CCOC(=O)C1CCC(CNC(=O)Nc2c(NC3CCCCC3)c3ccccc3oc2=O)CC1 (configuration not stated)
5,O=C(CSc1ccccn1)c1ccc(Cl)cc1
1,O=C(CCn1nnc2ccccc21)OCC(=O)c1ccc2c(c1)OCCO2
-1,Cc1ccsc1C=Nc1ccc(Nc2ccccc2)cc1
-3,Cc1ccc(C(=O)N2CCN(c3cc(=O)n4nc(-c5ccccc5C)sc4n3)CC2)cc1
-17,CCCOc1ccc(-c2nc(C#N)c(NCCc3ccc(OC)c(OC)c3)o2)cc1
-1,CCOC(=O)C1C(=O)OC2(CCOC(C)(C)C2)C1C#N (configuration not stated)
-2,Cc1ccc(-n2c(SCC(=O)Nc3ccccc3F)nc3c(=O)[nH]cnc32)cc1
-9,CCn1cc(S(=O)(=O)Nc2ccn(Cc3ccccc3Cl)n2)c(C)n1
-12,COC(=O)C(C)N1C(=O)S/C(=C/c2ccc(C)cc2)C1=O (configuration not stated)
-14,O=C(c1ccc(F)c(F)c1)N1CCN(Cc2nnnn2C2CC2)CC1
3,Cc1cn[nH]c1C#N
2,COc1ccc(Nc2nc(N3CCN(c4ccc(F)cc4)CC3)nc3c2cnn3C)cc1

Later entries.
LDHA inh,Molecule
-18,O=C(NNC(=S)NC(=O)c1ccc(F)cc1)c1ccc(Cl)cc1
4,Oc1ccc(-c2nc(-c3ccc4c(c3)OCCCO4)cs2)cc1
-1,O=C(NCc1ccccc1)C(=O)N1CCN(C(=O)c2cc3ccccc3[nH]2)CC1
5,CCCCCN(Cc1ccc(F)cc1)C(=O)Nc1ccc(N(C)C)nc1
-1,CCCC(NCc1ccco1)c1ccccc1 (configuration not stated)
13,CC1CCCCN1c1nc2nnnn2c2sc3c(c12)CCN(Cc1ccccc1)C3 (configuration not stated)
4,CSc1nc(N2CCCC2)c2c3c(sc2n1)COC(C)(C)C3
0,CN(CC(=O)O)S(N)(=O)=O
5,CCCCc1nnc2sc(-c3ccc(OCC)c(OCC)c3)nn12
0,Cn1c(SCC(=O)NC(=O)NC2CCCC2)nnc1-c1ccc(C(C)(C)C)cc1
2,CCOCCn1c(N2CCCCCC2)nc2c1c(=O)[nH]c(=O)n2C
6,CCn1nc(C(=O)N(C)Cc2cccc(OC)c2)c2ccccc2c1=O

A second format for some results above.
CN(CC(=O)O)S(N)(=O)=O
  LDHA inh: 0
CCCCc1nnc2sc(-c3ccc(OCC)c(OCC)c3)nn12
  LDHA inh: 5
Cn1c(SCC(=O)NC(=O)NC2CCCC2)nnc1-c1ccc(C(C)(C)C)cc1
  LDHA inh: 0
